RBBP9 inh: human RBBP9 inhibitors, primary screen, biochemical, fluorescence polarization, FP-Rh probe, HTS; recombinant RBBP9; inhibition, % at 7.94 µM; 220,000 compounds, 0.2% hits; AID 1515, 2009;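 active = inhibition above the campaign mean of all tested compounds plus 3 SD, cut at about 14% in these data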;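 also: plate controls were DMSO wells with RBBP9 for no effect and wells lacking RBBP9 protein for full effect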
Target sequence (O75884 whole entry, looked up): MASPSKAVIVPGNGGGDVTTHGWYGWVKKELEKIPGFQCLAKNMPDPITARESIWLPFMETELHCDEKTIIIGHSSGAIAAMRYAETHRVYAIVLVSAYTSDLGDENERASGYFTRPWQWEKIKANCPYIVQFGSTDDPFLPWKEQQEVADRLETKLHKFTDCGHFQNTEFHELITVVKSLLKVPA
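Test system: recombinant human RBBP9; Timing: 30 min then 45 min, 25 °C; Detection: fluorescence polarization; Control set: RBBP9 with DMSO as uninhibited control, no-protein wells as full inhibition; Compound dosing: one concentration, 7.94 µM nominal, 0.794% DMSO; Probe or stimulus: FP-Rh activity-based probe, 375 nM before mixing.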
BaF3 tox: parental Ba/F3 cell viability inhibition, counter-screen for JAK2V617F inhibitor project, murine pro-B, CellTiter-Glo luminescence; CellTiter-Glo ATP luminescence; inhibition, % at 5.6 µM; 220,000 compounds, 1.1% hits;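 active = inhibition above a per-campaign cutoff, the mean inhibition of all tested compounds plus 3 SD, cut at about 27% in these data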;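 also: 0% = DMSO wells and 100% = JAK Inhibitor I control wells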
Wee1 degr inh: Wee1 degradation inhibitors, primary screen, cell-based, HeLa, Wee1K328M-luciferase, luminescence | 220,000 compounds, 1.2% hits | HeLa Luc-Wee1K328M stability; 100% = proteasome inhibitor MG132 effect | reporter increase, % at 5 µM;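 active = activation above the mean of all tested compounds plus 3 SD, set per screening run, cut at about 8.8% in these data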;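 also: cells exposed to compound for 20 h before luminescence read; 0% = DMSO alone and 100% = MG132 at 30 µM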
CHOP inh: inhibitors of CHOP promoter induction, primary screen, cell-based, unfolded protein response, luciferase reporter. inhibition, % at 10 µM. CHO-K1 CHOP-promoter luciferase, tunicamycin-induced, 15-18 h. 220,000 compounds, 3.8% hits;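 active = compounds that reduced the stress-induced luciferase reporter signal by more than about 70% of percent inhibition, limit read from the data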;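 also: 0% = tunicamycin plus vehicle and 100% = wells without tunicamycin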
Ba/F3 V617F tox: reduced viability of JAK2V617F-dependent Ba/F3 cells, primary screen, JAK2V617F inhibitor project, cell-based, Ba/F3 EpoR-JAK2V617F, luminescence; ATP luminescence; inhibition, % at 5.6 µM; 220,000 compounds, 1.1% hits; AID 1446, 2008;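 active = inhibition above the campaign mean plus 3 SD over all tested compounds, cut at about 24% in these data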;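 also: cytokine-independent growth of Ba/F3 cells driven by EpoR plus mutant JAK2; 0% = DMSO-treated cells and 100% = JAK inhibitor I control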
TRPML3 ag: human TRPML3 channel agonists, primary screen, cell-based, HEK293 TRPML3-YFP, Fluo-8 calcium fluorescence, 3 µM; AID 1448, 2008; 100% = the carbachol control signal; activation, % at 3 µM; Mucolipin-3 (Homo sapiens), Q8TDD5; 220,000 compounds, 0.29% hits;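 active = activation above its plate's cutoff, the mean activation of the plate's test wells plus 3 SD, cut at about 12% in these data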;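 also: 0% = DMSO only wells and 100% = carbachol wells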
Target sequence (Q8TDD5 whole entry, looked up): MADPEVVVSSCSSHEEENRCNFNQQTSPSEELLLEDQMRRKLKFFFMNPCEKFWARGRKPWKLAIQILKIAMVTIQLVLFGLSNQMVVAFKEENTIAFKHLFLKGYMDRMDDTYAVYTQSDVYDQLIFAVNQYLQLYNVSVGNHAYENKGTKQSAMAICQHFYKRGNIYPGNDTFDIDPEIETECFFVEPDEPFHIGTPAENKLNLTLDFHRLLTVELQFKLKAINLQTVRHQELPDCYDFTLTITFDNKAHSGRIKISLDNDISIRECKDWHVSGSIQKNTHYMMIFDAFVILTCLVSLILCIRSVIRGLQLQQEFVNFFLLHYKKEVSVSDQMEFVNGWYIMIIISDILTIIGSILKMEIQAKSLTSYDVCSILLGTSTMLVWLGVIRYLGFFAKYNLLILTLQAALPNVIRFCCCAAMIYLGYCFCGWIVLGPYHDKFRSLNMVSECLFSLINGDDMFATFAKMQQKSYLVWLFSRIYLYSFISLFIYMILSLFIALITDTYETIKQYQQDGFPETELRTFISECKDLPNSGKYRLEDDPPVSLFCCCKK
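Test system – HEK293 line with stable expression of human TRPML3-YFP channel · Control set – carbachol 87 µM final as high control (100%), DMSO as low control (0%) · Signal – Fluo-8 calcium dye fluorescence, ex 470-495, em 515-575 nm · Incubation – 1-h 37 °C dye load, 5-s basal, 120-s post-compound reads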
TNF death inh: inhibitors of TNF-alpha triggered necroptosis, primary screen, cell-based, Jurkat FADD-/-, single concentration; Jurkat FADD-/- TNF necroptosis rescue, ATP luminescence, 24 h; 0 = TNF only, 100 = no-TNF cells; 220,000 compounds, 0.068% hits; AID 463075, 2010; activation (protection from cell death), % at 10 µM;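 active = activation, meaning protection from cell death, of at least 50% relative to plate controls; inactive = activation below 50%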;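 also: necroptosis triggered by 40 ng/mL TNF-alpha added together with compound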
PPC-1+TRAIL kill: compounds killing PPC-1 cancer cells with TRAIL present, primary screen, TRAIL potentiator project, ATPLite luminescence, uHTS | PPC-1 cells + TRAIL, ATPLite viability luminescence | cell killing (% activity), % at 4 µM | 220,000 compounds, 0.41% hits | AID 1443, 2008;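 active = cell killing above 50% in the first pass at 4 µM, then a duplicate retest at 5 µM averaging 50% or more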;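 also: plate controls were cells with TRAIL plus DMSO for no effect and medium-only wells lacking cells for full effect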
TRPN1 ag: zebrafish TRPN1 channel agonists, primary screen, cell-based, HEK293, calcium fluorescence; activation, % at 3 µM; AID 1424, 2008; 220,000 compounds, 0.18% hits; HEK293 zebrafish TRPN1-YFP, Fluo-8 calcium fluorescence; 100% = response to 87 µM carbachol; transient receptor potential cation channel N1 (TRPN1/NompC), Danio rerio;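 active = activation above its plate's cutoff, the mean activation of test wells on that plate plus 3 SD, cut at about 19% in these data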;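 also: 0% = DMSO alone and 100% = 87 µM carbachol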
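Material – zebrafish TRPN1-YFP in HEK293 cells · Doses – 3 µM single point · Schedule – dye 1 h 37 °C plus 30 min RT · Signal – Fluo-8 calcium fluorescence, excitation 470-495 nm, emission 515-575 nm · Read-out – % activation versus carbachol response · Control set – carbachol high, DMSO low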
Starred values were filed as active, the others as inactive; / = no result given.

SMILES | RBBP9 inh | BaF3 tox | Wee1 degr inh | CHOP inh | Ba/F3 V617F tox | TRPML3 ag | TNF death inh | PPC-1+TRAIL kill | TRPN1 ag
CCOC(=O)c1[nH]c(C)c(C(=O)NCc2ccc(Cl)cc2)c1C | -6 | 4 | 1 | 9 | 0 | 0.7 | 1.9 | -14 | 3.4
COC(=O)c1ccc2c(=O)n(CC3CCCO3)c(SCC(=O)Nc3ccccc3Cl)nc2c1 (configuration not stated) | -12 | -1 | -1 | 45 | -5 | -0.4 | 3.0 | -1 | -0.3
O=c1c2c(nc3c(-c4ccccc4)c[nH]n13)CCC2 | -6 | 1 | 0 | -24 | -5 | -0.8 | -2.4 | 13 | -0.3
Cc1cccc(-c2cc(C(=O)Nc3sc(C)c(C)c3C(N)=O)c3ccccc3n2)c1 | -17 | 6 | -3 | 21 | 4 | 0.4 | -4.8 | 21 | 0.5
COc1ccccc1NS(=O)(=O)c1cccc(-n2c(O)c(C=Nc3ccccc3C(=O)O)c3ccccc3c2=O)c1 | -6 | 8 | 2 | -7 | 24* | -0.6 | -10 | 1 | -1.2
Cn1nc(-c2ccccc2)c(CSc2ccccc2Cl)c1Cl | -5 | 3 | -2 | 8 | -1 | -0.2 | -7.2 | -18 | 0.4
COc1ccc(NC(=O)CSc2nc(C)cs2)c(OC)c1 | -6 | 4 | -2 | -5 | 5 | -0.7 | 0.1 | -1 | 0.6
CCCCCC1CC(CC(=O)O)C(=O)O1 (configuration not stated) | 3 | 11 | 0 | -6 | -1 | 1.4 | 0.4 | -16 | 0.6
Cc1ccnc(NC(=O)CCC2COc3ccccc3O2)c1 (configuration not stated) | 5 | 5 | 0 | -6 | 1 | -0.2 | 3.2 | 8 | -1.0
CC(=O)C1=C(C)NC(SCC(=O)c2ccccc2)=C(C#N)C1c1ccco1 (configuration not stated) | 0 | 3 | -3 | -2 | 1 | 0.4 | 0.5 | -15 | 0.6
CC1(C)Cc2nc3sc4c(=O)n(CC(=O)NCc5ccco5)cnc4c3cc2CO1 | -7 | 3 | -3 | 17 | 0 | 0.2 | -8.9 | 3 | 0.1
COc1ccc(NC(=O)Cc2coc3cc(C)ccc23)cn1 | -5 | 5 | 1 | 5 | 0 | -0.3 | 0.6 | 0 | 0.4
Cc1ccc(NC(=S)NNC(=O)CCn2cc(C)cn2)cc1 | -5 | -2 | -2 | 46 | -2 | 0.0 | -1.2 | 6 | -3.6
COC(=O)c1ccc(NC(=S)NC2CC2)cc1 | 2 | 6 | -2 | -20 | -5 | 1.3 | -0.5 | -24 | 2.6
CCOC(=O)C1(CCc2ccccc2)CCN(Cc2ccc(O)cc2)CC1 | -7 | 6 | -4 | -17 | 8 | 1.0 | 1.9 | 16 | -0.8
CCc1ccccc1NC(=S)N(CCN1CCCCCC1)Cc1ccco1 | -10 | 3 | -5 | 24 | -1 | 0.1 | 1.3 | 14 | -2.4
CCOC(=O)Nc1ccc2c(c1)N(C(=O)CCN1CCN(C)CC1)c1ccccc1S2 | -1 | 7 | -3 | 7 | 6 | 0.3 | -0.2 | -11 | 0.3
O=C(Nc1ccc(Cl)cc1)Nc1ccc(Oc2cccnc2)nc1 | -18 | 2 | 0 | 16 | 5 | 7.0 | -11 | -1 | 17
COc1ccc(-n2c(C)ccc2C)c([N+](=O)[O-])c1 | 1 | 2 | 3 | -12 | 3 | -0.1 | -0.2 | -7 | -0.4
COc1ccccc1CNC(=O)COC(=O)c1ccc(NC(N)=O)cc1 | -3 | 2 | -3 | 2 | 1 | 0.6 | 0.5 | 5 | 2.6
CN(C)c1ccc(C2Nc3ccccc3C(=O)N2CCN2CCNC2=O)cc1 (configuration not stated) | -10 | 4 | 0 | 4 | -4 | 0.5 | 4.2 | 9 | -0.2
CCCCCCNC(=O)c1ncn[nH]1 | -3 | 0 | 3 | 4 | 0 | 0.7 | 1.9 | 13 | 0.1
CC(Sc1nncn1C)C(=O)Nc1nnc(C(C)C)s1 (configuration not stated) | -8 | 2 | 0 | 0 | -2 | 0.8 | 2.6 | 1 | 0.5
CCc1ccccc1NS(=O)(=O)c1ccc2[nH]cc(C(=O)NCC3CCCO3)c(=O)c2c1 (configuration not stated) | 2 | 5 | 2 | -7 | 0 | 1.0 | 0.5 | / | -0.6
CCn1cc(C(=O)Nc2sc(C)c(C)c2C(=O)OC)cn1 | -3 | 5 | 2 | 21 | 4 | 0.1 | 1.4 | -10 | 1.8

Random excerpt: three records from the list.
SMILES | RBBP9 inh | BaF3 tox | Wee1 degr inh | CHOP inh | Ba/F3 V617F tox | TRPML3 ag | TNF death inh | PPC-1+TRAIL kill | TRPN1 ag
COc1ccc(NC(=O)Cc2coc3cc(C)ccc23)cn1 | -5 | 5 | 1 | 5 | 0 | -0.3 | 0.6 | 0 | 0.4
Cc1ccnc(NC(=O)CCC2COc3ccccc3O2)c1 (configuration not stated) | 5 | 5 | 0 | -6 | 1 | -0.2 | 3.2 | 8 | -1.0
COc1ccccc1NS(=O)(=O)c1cccc(-n2c(O)c(C=Nc3ccccc3C(=O)O)c3ccccc3c2=O)c1 | -6 | 8 | 2 | -7 | 24* | -0.6 | -10 | 1 | -1.2

Continued:
SMILES | RBBP9 inh | BaF3 tox | Wee1 degr inh | CHOP inh | Ba/F3 V617F tox | TRPML3 ag | TNF death inh | PPC-1+TRAIL kill | TRPN1 ag
COc1ccccc1Nc1nc2ccccc2n1C | -5 | 1 | 1 | -1 | -4 | -0.3 | 1.3 | 4 | -1.6
Cc1n[nH]c(C)c1CCN(C)Cc1cn(C)nc1-c1ccc2c(c1)OCCO2 | -8 | 2 | 3 | -11 | 0 | 0.1 | 1.2 | 22 | 0.5
O=C(NCc1cccs1)C1CCCN(c2nc3ccccc3o2)C1 (configuration not stated) | -9 | 1 | -1 | 21 | -5 | -0.4 | -0.1 | 14 | -1.1
CCCN1CCN(C(=O)Cn2cccc2C(=O)c2ccccc2)CC1 | 5 | 4 | -2 | 2 | -2 | 0.1 | -0.1 | 23 | 0.7
Cc1c(NC(=O)COC(=O)c2cc3c4ccccc4n(C)c3s2)c(=O)n(-c2ccccc2)n1C | 4 | 0 | -2 | 49 | -4 | 0.1 | -2.6 | 11 | -0.1
CCn1c(COc2ccc(Cl)cc2)nnc1SCC(=O)Nc1ccc2c(c1)OCCO2 | -4 | 7 | -4 | 50 | 1 | 0.3 | -2.4 | 7 | -1.4
C=CCNC(=O)CC12CC3CC(C1)CC(CC(=O)NCC=C)(C3)C2 | -8 | 1 | 0 | 10 | 4 | 1.0 | -0.1 | 19 | 2.0
COc1ccc(CN2C(=O)NC3(CCOc4ccccc43)C2=O)cc1F (configuration not stated) | -7 | 7 | 4 | 17 | -2 | 1.4 | 0.5 | 1 | 3.1
CN(C(=O)COC(=O)c1ccc(S(=O)(=O)N2CCOCC2)cc1)C1CCCCC1 | 4 | 9 | -2 | -6 | 4 | 0.7 | -0.2 | -13 | 0.9
O=C(COc1ccc(Cl)cc1Cl)N/N=C1\CCCc2ccccc21 | -1 | 7 | 0 | 46 | 3 | 0.1 | -6.5 | -2 | -0.4
COC(=O)[C@H](Cc1ccccc1)NC(=O)O[C@H]1C(=O)c2ccc(OC)cc2O[C@@H]1c1ccc2c(c1)OCO2 | -8 | 3 | -2 | 8 | -3 | 0.4 | 1.5 | -7 | 1.0
CC1=NNC(=O)C1CCC(=O)N/N=C\c1ccc(Cl)c(Cl)c1 (configuration not stated) | -9 | 7 | -1 | 7 | -1 | 0.2 | 2.6 | 13 | -0.5
O=S1(=O)CCC(N=Nc2c(O)n(Cc3ccccc3)c3ccccc23)C1 (configuration not stated) | -5 | 2 | 5 | 3 | 1 | -0.9 | 0.3 | 5 | 0.1
Cc1noc(C)c1COC(=O)c1ccccc1NC(=O)Cc1ccccc1 | -10 | 6 | 0 | 20 | 3 | -0.2 | -3.9 | 15 | -2.7
CCN(CC)S(=O)(=O)c1ccc(N2CCOCC2)c(NC(=O)Cc2ccccc2F)c1 | -2 | 4 | -1 | 16 | -3 | 0.1 | 2.5 | -5 | -3.1
O=C1C(Cl)=C(N2CCCCC2)C(=O)N1c1ccccc1 | -7 | 4 | 0 | 47 | 2 | -1.5 | 1.4 | -9 | -1.5
CCOc1cc(CNCc2ccccn2)cc(Cl)c1OCC | -5 | 4 | -3 | 14 | -2 | 0.7 | 0.6 | 20 | -0.5
CC(C)(C)NCC(O)(c1ccc(Cl)cc1)c1ccc(Cl)cc1 | -8 | 4 | -1 | -9 | -3 | 1.0 | 2.6 | 27 | -0.7
Cc1cc(C)nc(Nc2n[nH]c(-c3cccc4ccccc34)n2)n1 | -9 | 5 | 1 | -31 | -2 | 1.0 | -0.3 | 3 | -0.3
N#C/C(C(N)=O)=c1/ccc2c(c1)N1C3=C(CCCC3)CC3CCCCC31N=2 (configuration not stated) | 4 | 11 | -3 | 82* | 10 | -2.5 | -15 | 28 | -3.2
COc1ccc(OCCCC(=O)Nc2cccnc2)cc1 | 2 | 2 | -2 | 24 | -2 | 0.6 | 1.1 | 35 | 0.8
CCOc1ccc(N(CC(=O)NC2CCCC2)S(=O)(=O)c2c(C)[nH]c(=O)[nH]c2=O)cc1 | -6 | 4 | -3 | 11 | 2 | 0.5 | -0.2 | 10 | 0.8
COc1ccc(Cn2c(=S)[nH]c3cc(C(=O)NCc4cccnc4)ccc3c2=O)cc1 | 2 | 4 | -2 | 12 | -2 | 0.8 | -0.3 | 4 | 0.5
O=C(NCCCn1ccnc1)C(=O)c1cn(CC(=O)N2CCCCCC2)c2ccccc12 | -1 | 3 | 4 | -16 | -1 | 0.3 | 1.1 | 8 | 0.0
CCCCN(C)CCCNC(=O)CC1Oc2ccccc2NC1=O (configuration not stated) | 0 | 0 | -2 | -4 | -2 | 0.9 | 3.7 | 7 | 1.1
Cc1cc(SCC(=O)c2cccs2)n2nc(C)c(-c3ccccc3)c2n1 | 8 | 5 | 1 | 4 | 2 | 1.1 | 5.2 | 7 | 0.1
Cc1ccc2c(c1)c1c(n2CC(O)Cn2ccnc2C)C(=O)CCC1 (configuration not stated) | 1 | -1 | 4 | 1 | -6 | 0.0 | 0.2 | -1 | -0.2

Bioassay records: PubChem, several laboratories
